KDM5B inh: blocks human KDM5B histone demethylase activity. Q9UGL1. KDM5B demethylase, FDH-coupled NADH fluorescence (FDH is formaldehyde dehydrogenase). Potency, µM (top dose mostly 57.7 µM), inactives show at the top dose activity change, negative = inhibition, actives largely listed as inhibitors. 220,000 tested, 2.6% active; active = well fitted inhibition curve with a large enough effect; inconclusive = small, poorly fitted or top-dose-only effect; inactive = no such curve, though single readings can be large or run the other way; note: 0% is about no effect; nearly all actives have a fitted effect of over 70% in size
Target sequence (Q9UGL1 whole entry, looked up): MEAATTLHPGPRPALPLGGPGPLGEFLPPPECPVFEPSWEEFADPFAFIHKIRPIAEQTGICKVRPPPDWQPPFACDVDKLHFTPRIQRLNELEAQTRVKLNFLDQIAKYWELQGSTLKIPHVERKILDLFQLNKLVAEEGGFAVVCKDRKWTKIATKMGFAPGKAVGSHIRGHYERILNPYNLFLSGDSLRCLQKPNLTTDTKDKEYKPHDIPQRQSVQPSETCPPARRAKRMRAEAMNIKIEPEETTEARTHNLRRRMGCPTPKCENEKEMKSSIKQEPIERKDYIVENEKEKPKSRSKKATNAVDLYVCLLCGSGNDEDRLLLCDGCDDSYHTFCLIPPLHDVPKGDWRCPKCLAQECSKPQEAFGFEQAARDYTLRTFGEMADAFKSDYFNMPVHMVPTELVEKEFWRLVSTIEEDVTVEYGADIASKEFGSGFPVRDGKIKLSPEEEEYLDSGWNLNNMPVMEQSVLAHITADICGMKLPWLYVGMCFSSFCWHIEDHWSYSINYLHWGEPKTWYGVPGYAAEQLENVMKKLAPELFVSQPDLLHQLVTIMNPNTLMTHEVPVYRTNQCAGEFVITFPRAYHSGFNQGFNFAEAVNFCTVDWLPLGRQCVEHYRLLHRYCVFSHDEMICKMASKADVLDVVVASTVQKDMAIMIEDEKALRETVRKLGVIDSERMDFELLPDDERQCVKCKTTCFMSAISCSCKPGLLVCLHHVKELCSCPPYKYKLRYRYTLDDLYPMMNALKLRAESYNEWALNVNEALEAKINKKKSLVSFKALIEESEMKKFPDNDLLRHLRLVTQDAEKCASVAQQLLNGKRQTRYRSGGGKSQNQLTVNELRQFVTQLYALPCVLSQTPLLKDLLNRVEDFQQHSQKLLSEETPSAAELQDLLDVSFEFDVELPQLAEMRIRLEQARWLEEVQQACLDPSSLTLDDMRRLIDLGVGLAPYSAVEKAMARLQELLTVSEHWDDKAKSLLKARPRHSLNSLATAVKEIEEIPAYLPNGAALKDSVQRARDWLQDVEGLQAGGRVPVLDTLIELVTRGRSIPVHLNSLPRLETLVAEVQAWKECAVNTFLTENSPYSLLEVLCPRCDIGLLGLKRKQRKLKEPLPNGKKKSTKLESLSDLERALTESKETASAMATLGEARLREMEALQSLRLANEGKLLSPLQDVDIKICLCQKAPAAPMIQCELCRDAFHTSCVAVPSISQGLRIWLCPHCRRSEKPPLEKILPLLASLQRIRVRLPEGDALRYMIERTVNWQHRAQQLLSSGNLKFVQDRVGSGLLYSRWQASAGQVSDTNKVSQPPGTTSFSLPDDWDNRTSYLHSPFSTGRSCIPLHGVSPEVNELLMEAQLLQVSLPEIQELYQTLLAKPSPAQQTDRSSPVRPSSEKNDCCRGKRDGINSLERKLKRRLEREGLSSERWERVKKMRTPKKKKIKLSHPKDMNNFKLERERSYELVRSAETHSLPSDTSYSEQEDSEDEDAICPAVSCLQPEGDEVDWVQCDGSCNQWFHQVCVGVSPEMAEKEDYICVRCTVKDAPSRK
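Compound dilutions met 200 nM (final) KDM5BΔAP for 10 min at room temperature before substrate addition. The substrate mix held 12.5 µM H3K4me3 with cofactors 25 µM α-ketoglutarate and 50 µM Fe²⁺. NADH signal gain over 30 min defined activity.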
Numbers without * were called inactive; u = inconclusive; & = joins results of further samples; [ ] = dose if it differs, or a comment. Potency is the fitted concentration of half-maximal effect.

SMILES	KDM5B inh
COc1ccc(N2CCN(C(=O)CSc3nc4ccccc4nc3Cc3ccc(Cl)cc3)CC2)cc1	-47.1%
CCOc1ccccc1C(=O)N1CCN(c2cc(-c3ccc(F)cc3)[nH]n2)CC1	8.9%
CC#CCn1cc2c3c(cccc31)[C@H](CC(C)C)N[C@H](C(=O)N1CCOCC1)C2	11.4%[86.2 µM]
CC(=O)Nc1ccc(/C=C(/C#N)C(=O)C(C)(C)C)cc1	u
CCOc1ccccc1C1NC(=O)N(CC(=O)Nc2cccc(SC)c2)C2=C1C(=O)OC2 (stereo not given)	1.7%
O=C(C[C@H]1NC(=O)c2ccccc2NC1=O)Nc1cccc2ncccc12	u
CCCc1cncnc1N1CCN(C2CCN(Cc3ccco3)CC2)CC1	-14.3%
COC(=O)c1ccc(CN2C(=O)[C@@H]3C[C@@H](O)CN3C3(CN(Cc4ccc(OC)c5ccccc45)C3)C2=O)cc1	u
Cc1cc(-n2c(C)c3c(C)nnc(C)c3c2C)ccc1N	u
O=C(NCc1nc(-c2cccs2)no1)c1ccc2c(c1)OCCO2	2.2%
O=C1NCCCCCCN(C(=O)COc2ccc(F)cc2)[C@H]2CCC[C@@H]12	-24.6%
Cc1ccc(CSC2=Nc3ccccc3C3=NC(CCC(=O)NCCc4ccccc4)C(=O)N23)cc1 (stereo not given)	-8.6%
COCCn1c(-c2ccc(C)cc2)nc2oc3cc(OC)ccc3c(=O)c2c1=O	11.1%
CN(C)C(CNC(=O)c1cc(=O)[nH]c2ccccc12)c1ccccc1 (stereo not given)	u
Cc1ccc(F)cc1NC(=O)Cc1c[nH]c2ccccc12	7.4%
COc1cc(OC)c2cc(C(=O)NCCC(=O)Nc3ccc4c(c3)OCCO4)n(C)c2c1	-19.8%
CC(C)C(=O)N1CC(Oc2ccccc2-c2nc(C3CC3)no2)C1	u
COC(=O)c1nnn(-c2ccc(Br)cc2)c1C(=O)OC	-2.3%
COc1ccc(-n2ncc3c2CC(C)(C)CC3NC(=O)CN2CCOC2=O)cc1 (stereo not given)	2.1%
O=C(Nc1nc2n(n1)C(c1ccccc1)C=C(c1ccccc1)N2)c1ccc(Cl)c([N+](=O)[O-])c1 (stereo not given)	-22.7%
C#CCNC(=O)C[C@@H]1C[C@@H](C(C)C)[C@H](CNS(=O)(=O)c2cccc(C#N)c2)C=C1C	u
CN(C1CCCCC1)S(=O)(=O)c1ccc2c(c1)c(=O)c(C(=O)N1CCN(c3ccccc3F)CC1)cn2C	-9.0%
CCn1cnc2c1c(=O)n(CC(=O)Nc1cccc(C(C)=O)c1)c(=O)n2Cc1ccccc1	-1.6%
Cc1cccc(N2CCN(S(=O)(=O)c3c(C(=O)N4CCC(C)CC4)c(C)n(C)c3C)CC2)c1C	-13.0%
COc1cccc(C2Cn3nnc(-c4nc(-c5ccc(C)cc5)no4)c3CO2)c1 (stereo not given)	9.7%

Some of the entries above in another layout.
KDM5B inh,SMILES
u,Cc1cc(-n2c(C)c3c(C)nnc(C)c3c2C)ccc1N
2.2%,O=C(NCc1nc(-c2cccs2)no1)c1ccc2c(c1)OCCO2

Pulled by compound from above, 5 records:
SMILES	KDM5B inh
CC(C)C(=O)N1CC(Oc2ccccc2-c2nc(C3CC3)no2)C1	u
O=C(Nc1nc2n(n1)C(c1ccccc1)C=C(c1ccccc1)N2)c1ccc(Cl)c([N+](=O)[O-])c1 (stereo not given)	-22.7%
CCn1cnc2c1c(=O)n(CC(=O)Nc1cccc(C(C)=O)c1)c(=O)n2Cc1ccccc1	-1.6%
CC#CCn1cc2c3c(cccc31)[C@H](CC(C)C)N[C@H](C(=O)N1CCOCC1)C2	11.4%[86.2 µM]
COc1ccc(N2CCN(C(=O)CSc3nc4ccccc4nc3Cc3ccc(Cl)cc3)CC2)cc1	-47.1%

Additional structures:
SMILES	KDM5B inh
COCC1CN(C(C)=O)CC12CCN(Cc1ccc(F)cc1)CC2 (stereo not given)	5.7%
CCc1ccc(C2=NN(CCC(=O)NCCc3ccccc3)C(=O)CC2)cc1	u
COCCN(CCOC)Cc1cc(=O)oc2cc(C)c(O)cc12	-8.8%&1.1%
O=C1NCCCCCCN(C(=O)c2ccsc2)[C@H]2CCC[C@@H]12	-13.7%
C=CCOc1ccc(NC(=O)c2ccncc2)cc1	8.6%
CCCS(=O)(=O)N1CC(=O)N(c2ccc(C)cc2C)C(C)(C(=O)NC2CCCCCC2)C1 (stereo not given)	-22.7%
Cc1ccc(C2NC(=NCc3ccccc3)Nc3nc(C)cc(=O)n32)cc1 (stereo not given)	21.4%
Cc1ccc(C)c(CN2CCCN(Cc3cc(C)ccc3C)S2(=O)=O)c1	16.9%&11.5%
C=CCNC(=O)[C@@H]1Cc2cn(CC#CC)c3cccc(c23)[C@H](CC(C)C)N1	28.8%[86.2 µM]
CN(Cc1ccccc1)Cc1c(O)ccc2c(=O)c(-c3ccccc3)c(C(F)(F)F)oc12	u
COc1ccc2ccc(OCc3nc(C(=O)N4CCCC(C(N)=O)C4)co3)cc2c1 (stereo not given)	11.2%
COc1ccc(CNc2ncnc3c2nnn3C)cc1	-18.2%
COc1ccc(C(=O)Nc2cc(-c3cccc(C)c3)nn2-c2ccccc2)cc1	u
O=C(NCCc1ccccc1)N1CCC(OC2CCN(Cc3ccccc3)CC2)CC1	-4.9%
CC(C)CNC(=O)N1CC(c2noc(C3CCCN3CC3CC3)n2)C1 (stereo not given)	-8.0%
Cn1nc(C(=O)NCC(=O)Nc2ccc(F)c(F)c2F)c2ccccc2c1=O	-3.0%
Cc1cccc2c1nc1n2[C@@H](CNS(=O)(=O)Cc2ccccc2)COC1	-6.8%[86.2 µM]
CC(C)CC(NC(=O)Cn1c(=O)c2c(ncn2C)n(C)c1=O)c1ccccc1 (stereo not given)	5.3%
Cn1cccc(C(=O)N2C[C@@H](CN3CCOCC3)C[C@H](CO)C2)c1=O	1.7%
CCN(CC)CCn1c(N)c(S(=O)(=O)c2ccccc2)c2nc3ccccc3nc21	u
CCCNC(=S)Nc1cc(Cl)c(N)c(Cl)c1	-6.0%
COc1cccc(NC(=O)c2cnn(-c3ccccc3)c2-n2cccc2)c1	-28.9%
FC(F)(F)c1ccc(N2C3CCC2CN(Cc2ccc(-c4cncnc4)cc2)C3)cc1	23.1%[115 µM]
O=C(Nc1ccc(Cl)c(-c2nc3ncccc3o2)c1)c1cccs1	-28.5%
Cc1ccc(S(=O)(=O)Cc2nc(-c3ccc(C(=O)NCCCN4CCOCC4)cc3)oc2C)cc1	u
More compounds.
SMILES	KDM5B inh
Cc1ccc(-n2nc(CO)c(C(=O)NCCc3ccccc3)n2)cc1C	-69.9%
COC(=O)c1ccccc1NC(=O)CCCn1c(=O)c2cccn2c2cccnc21	u
CCCn1nc(C(=O)Nc2nc(-c3ccc(NC(C)=O)cc3)cs2)c2ccccc2c1=O	u
Cc1ccc(N2CC(NC(=O)c3cccs3)CC2=O)cc1C (stereo not given)	-5.9%
COc1ccc(CCNC(=O)C(=O)NCC2CCNCC2)cc1OC	31.1%
CC(Oc1ccc2c(-c3ccccc3)cc(=O)oc2c1)C(=O)N1CCOCC1 (stereo not given)	15.8%
COc1cc2c(cc1OC)n(Cc1cccc(C(F)(F)F)c1)c(=O)n1nc(-c3ccccc3)nc21	u
Cc1ccc(C(=O)N[C@@H]2CN(C)C[C@H]2CN(C)C)c(C)c1	u
COc1ccc(CCC(C)NC(=O)Cc2ccc(OC)c(OC)c2)c(OC)c1 (stereo not given)	29.6%
O=C(c1ccccc1F)N1CCn2c(nn(-c3ccc(F)cc3)c2=O)C1	-21.5%
O=C1c2cccn2CC(CNS(=O)(=O)Cc2ccccc2)N1Cc1ccccc1 (stereo not given)	-12.8%
CC(=O)Oc1cncc(C(=O)O)c1	16.5%
FC(F)(F)c1cccc(/C=N/Nc2ccc(Cl)cc2)c1	-17.1%
COc1ccccc1Cn1ccn2nc3c(c2c1=O)CCCC3	3.2%
CCN(CC(=O)Nc1ccccc1C(F)(F)F)Cc1nc2ccccc2o1	-12.4%
CC(C)c1ccc(NC(=O)C2CCN(S(=O)(=O)c3cccc4nonc34)CC2)cc1	-3.9%
CC1CCCN(C(=O)c2ccc(CN(c3ccccc3)S(C)(=O)=O)cc2)C1 (stereo not given)	6.9%
CC(C)CCn1cnc2c1c(O)nc(=O)n2Cc1ccccc1	8.1%
Cc1ccccc1Cn1c(SCc2ccc(C(=O)NCc3cccs3)cc2)nc2ccncc21	u
COc1ccccc1NC(=O)N1CCCC1c1nncn1-c1ccccc1 (stereo not given)	-14.6%
COc1ccc(C(=O)NCC2(c3ccc4c(c3)OCCO4)CCCC2)cc1	-8.4%
O=C(Nc1cnc(-c2cccnc2)nc1)C1CCCC1	9.1%
CN(C)c1ccc(-c2nnc([C@H]3CCN(C(=O)CCC(=O)O)C3)o2)cc1	u
CCc1noc(-c2cn(C3CCN(C(=O)c4cccc(F)c4)C3)nn2)n1 (stereo not given)	4.7%
Cc1ccc(Cl)cc1NS(=O)(=O)c1ccc(N2CCCCS2(=O)=O)cc1	-14.9%
Next part:
SMILES	KDM5B inh
Cc1ccc(C(=O)N2CCN(Cc3ccc(=O)n(C)c3)CC2)cc1F	u
Cc1cccc(NC(=O)NC(C(=O)N2CCc3ccccc32)c2ccccc2)c1 (stereo not given)	4.9%
CCCn1c(=O)c2sccc2n2c(CCCC(=O)NCCc3ccc(Cl)cc3)nnc12	u
Cc1cc(C(=O)OCC(=O)c2ccc(OCc3ccccc3)cc2)c2ccccc2n1	-5.7%
CN1[C@@H](CCC(=O)N2CCN(c3ccccn3)CC2)CNC(=O)[C@@H]2[C@H]1CCN2Cc1ccc(O)cc1	31.6µM*
CN1CCC(O)(C(=O)N2C[C@@H](C(=O)O)[C@H](c3ccc4c(c3)OCO4)C2)CC1	-6.3%
COc1ccc(-c2cc(N3CCCN(C(=O)c4cccc(Br)c4)CC3)n[nH]2)cc1	-33.2%
CCCn1c(=O)[nH]c(=O)c2c1nc(-c1ccc(Cl)cc1)n2CCOC	-2.9%
CC(C)CCn1nc(C(=O)OC(C)C(=O)N2CCCc3ccccc32)c2ccccc2c1=O (stereo not given)	-6.2%
O=C(COc1ccc(Cl)cc1)Nc1c(NC2CCCC2)c2ccccc2oc1=O	19.6%
CC1CCN(CC(=O)N2CCCc3c2c(=O)oc2ccc(OCc4ccccc4)cc32)CC1	u
CCC(C(=O)c1ccc(OC)cc1)C(=O)c1ccc(OC)cc1	5.5%
COc1ccc(NC(=O)C(C)Nc2ccc3oc(C)nc3c2)cc1 (stereo not given)	u
O=C(CSc1nc2ccccc2s1)Nc1ccc(F)c(F)c1F	7.0%
Cc1ccc(F)c(OCC(=O)c2ccc3c(c2)N(CCCC(=O)N2CCOCC2)C(=O)CO3)c1	-26.2%
CCC(=O)NCCC12CC3CC(CC(C3)C1)C2	-21.7%
COCC(=O)N1CCCC(C(=O)N2CCN(c3ccccc3OC)CC2)CCNC(=O)CC1 (stereo not given)	-13.8%
Cc1cccc(NC(=O)CCC2CCCC2)c1C	-16.8%
CC(=O)Nc1cc(-c2ccc(=O)n(CC(=O)Nc3c(C)cc(C)cc3C)n2)ccc1C	2.7%
CC(NC(=O)CC12CC3CC(CC(C3)C1)C2)c1ccccn1 (stereo not given)	20.1%
CCOc1ccc(NC(=O)c2cnc(Nc3ccccc3OC)c3ccccc23)cc1	132.9%
COc1ccc(N2CC(C(=O)NCCOc3ccccc3)NC2=O)cc1 (stereo not given)	9.9%
CCOc1ccc(CNS(=O)(=O)c2ccc3[nH]c4c(c3c2)CCCC4)cc1OC	u
CCOc1ccc(-n2nnc3c(=O)n(Cc4nc(-c5ccccc5Br)no4)cnc32)cc1	-8.5%
COc1cccc(C(=O)Nc2ccc(-n3nncc3-c3ccc(Br)cc3)cc2)c1OC	-1.7%

Reprinted from the entries so far for reference:
SMILES	KDM5B inh
Cc1ccc(C(=O)N2CCN(Cc3ccc(=O)n(C)c3)CC2)cc1F	u
Cc1cccc(NC(=O)NC(C(=O)N2CCc3ccccc32)c2ccccc2)c1 (stereo not given)	4.9%
CCCn1c(=O)c2sccc2n2c(CCCC(=O)NCCc3ccc(Cl)cc3)nnc12	u

Later entries.
SMILES	KDM5B inh
N#CC(C(=O)Cc1ccc(Cl)cc1)C(=O)Nc1ccccc1Cl (stereo not given)	14.8%
O=C(NCc1ccc2c(c1)OCO2)c1cc2ccccc2[nH]1	-19.5%
Cn1ccnc1CN1CCN(C(=O)C2(Cn3ccnc3)CC2)CC1	25.0%
O=C1CCNCCCC(CO)CCN1 (stereo not given)	8.8%
CC(=O)c1cccc(NC(=O)CSc2nnc3ccc(-c4ccc(Br)cc4)nn23)c1	-10.5%
O=C(NCCN1CCOCC1)c1nn(Cc2ccccc2)c(=O)c2ccccc12	-5.3%
O=C(NCc1ccc(F)cc1)N1CCC2(CC1)CC(OCC1CC1)CCO2 (stereo not given)	10.3%
COc1ccc(/C=N/Nc2ncnc3c2[nH]c2ccc(C)cc23)c(OC)c1OC	u
COc1ccc(-c2coc3c2c(C)cc2oc(=O)cc(C)c23)cc1	4.8%
CN(C)C[C@@H]1CN(S(C)(=O)=O)C[C@H]1NC(=O)CCC1CCCC1	-22.7%
CC(=O)Nc1ccc(CN2CCC3(CC(Cc4ccccc4)=NO3)C2)cc1 (stereo not given)	-21.0%
CN(Cc1cnn(C)c1)C(=O)c1nn(-c2ccccc2)c(=O)c2ccccc12	15.7%
COCCN1CCC(N2CCN(S(=O)(=O)Cc3ccc(F)cc3Cl)CC2)C1=O (stereo not given)	-3.3%
CCc1ccccc1NC(=O)COC(=O)c1cccs1	7.6%
CCC(=O)N1c2ccccc2CC1C(=O)NCCN1CCN(c2cccc(C(F)(F)F)c2)CC1 (stereo not given)	-29.2%
Cc1ccc(NC(=O)NC(C)c2c(-n3cccc3)sc(C)c2C)c(C)c1 (stereo not given)	-17.4%
CC(O)c1nc2ccccc2n1CC(=O)C(C)(C)C (stereo not given)	14.6%
COc1ccccc1NC(=O)c1sc2nc(C)c(C(=O)Nc3ccc(C)cc3C)c(-c3ccco3)c2c1N	u

These rows are one share of the data (hit frequency here may not be typical).
